Screens: PubChem, National Center for Advancing Translational Sciences (NCATS)
Shiga inhibitor: blocks Shiga toxin action in Vero cells | Vero cells, Shiga toxin protein synthesis inhibition reporter | inhibition, % at 38.7 µM | actives 9.2% (n = 290,000) | AID 2315; in the data active = inhibition mostly above about 28%, no sharp cut-off; inactive = mostly below about 43%; also: 0% is about no effect
Pf growth 96h: P. falciparum growth inhibition at 96 hours; P. falciparum luciferase reporter growth, 96 h; Potency, µM (doses to about 28.7 µM), without a hit: at the highest dose activity change, negative = inhibition, actives largely listed as inhibitors; actives 6.9% (n = 320,000); AID 504834; also: potency is read from the fitted curve at half-maximal effect; % is scaled to controls: 0 for no effect and ±100 for the full control effect
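96 h incubation, 37 C, 5% CO2, of luciferase-reporter P. falciparum-infected RBCs (2% hematocrit, 0.05% parasitemia final) with test compounds; endpoint luminescence.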
AmpC inh no detg: blocks E. coli AmpC beta-lactamase in detergent-free assay; P00811; AmpC nitrocefin hydrolysis, absorbance 480 nm, 0.0001% Triton; Potency, µM (series often up to 57.1 µM), for inactives: at the highest dose activity change, negative = inhibition, usual class: inhibitors; actives 0.52% (n = 330,000);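 also: potency is read from the fitted curve at half-maximal effect; plate controls were no compound for no effect and no enzyme for full effect; nearly all actives have a fitted effect of over 20% in size; some results filed as inactive show a strong effect at the top dose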
Target sequence (P00811 whole entry, looked up): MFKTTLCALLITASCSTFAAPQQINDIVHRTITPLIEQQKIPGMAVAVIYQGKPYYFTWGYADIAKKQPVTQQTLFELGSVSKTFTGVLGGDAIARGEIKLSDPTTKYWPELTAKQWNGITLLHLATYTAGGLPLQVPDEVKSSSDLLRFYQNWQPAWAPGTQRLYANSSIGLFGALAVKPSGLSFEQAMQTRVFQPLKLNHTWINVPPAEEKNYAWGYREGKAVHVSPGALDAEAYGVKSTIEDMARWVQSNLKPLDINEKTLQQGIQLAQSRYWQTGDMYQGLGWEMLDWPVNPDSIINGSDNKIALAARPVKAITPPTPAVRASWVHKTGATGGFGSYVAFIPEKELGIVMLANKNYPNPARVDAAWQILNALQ
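AmpC (5.3 nM in the dispensed reagent) in 20 mM phosphate pH 7.0 with 0.01% (detergent screen) or 0.0001% Triton X-100 was preincubated with compounds for 15 min at room temperature. Nitrocefin was then added from an 800 uM solution, and hydrolysis was followed at 480 nm.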
Cycloheximide cs: counter-screen hit for Shiga toxin inhibitors, cycloheximide. cell reporter, cycloheximide protein synthesis inhibition counterscreen. max response, %. actives 12% (n = 300,000); in the data active = max response mostly above about 13%, no sharp cut-off; inactive = mostly below about 14%; also: read at 38.3 µM for the half of the compounds with a filed dose; 0% is about no effect
Pf growth 48h: inhibits P. falciparum growth in the first generation, 48 h; P. falciparum luciferase growth in erythrocytes, 48 h; Potency, µM (doses to about 28.7 µM), without a hit: at the top dose activity change, negative = inhibition, actives largely listed as inhibitors; actives 5.9% (n = 310,000); AID 504832; also: potency is read from the fitted curve at half-maximal effect; % is scaled to controls: 0 for no effect and ±100 for the full control effect
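Here the parasites carry a stable luciferase gene and grow inside erythrocytes in Albumax-based RPMI medium with compound for one erythrocytic cycle. Activity is scored as loss of luminescent signal.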
LmPK inh: inhibitors of Leishmania mexicana pyruvate kinase; purified LmPK, Kinase-Glo ATP luminescence, 1 h; Q27686; AID 1721; Potency, µM (doses to about 57.5 µM), for the others: at the highest dose activity change, negative = inhibition, usual class: inhibitors; actives 0.37% (n = 290,000); also: potency is read from the fitted curve at half-maximal effect; % is scaled to controls: 0 for no effect and ±100 for the full control effect
Target sequence (Q27686 whole entry, looked up): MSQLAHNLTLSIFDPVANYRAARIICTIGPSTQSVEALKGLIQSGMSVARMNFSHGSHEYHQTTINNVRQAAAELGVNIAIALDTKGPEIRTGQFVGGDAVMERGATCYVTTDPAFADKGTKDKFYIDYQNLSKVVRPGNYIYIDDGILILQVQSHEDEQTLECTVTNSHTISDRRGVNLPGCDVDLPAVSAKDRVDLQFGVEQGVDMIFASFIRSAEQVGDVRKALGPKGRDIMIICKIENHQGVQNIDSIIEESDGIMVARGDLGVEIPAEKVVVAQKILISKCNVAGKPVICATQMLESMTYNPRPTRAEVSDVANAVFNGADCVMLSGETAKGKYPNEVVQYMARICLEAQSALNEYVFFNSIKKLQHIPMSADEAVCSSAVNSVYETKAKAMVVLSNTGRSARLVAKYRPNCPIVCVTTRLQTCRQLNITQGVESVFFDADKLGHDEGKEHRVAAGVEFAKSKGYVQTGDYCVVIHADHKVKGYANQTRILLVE
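Purified LmPK (0.1 nM) with 0.5 mM PEP and 0.1 mM ADP in imidazole buffer pH 7.2 with MgCl2/KCl, 1 h at room temperature. ATP formed was read by luciferase luminescence and normalized to no-enzyme and uninhibited controls.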
Tb PYK inh: inhibitors of Trypanosoma brucei pyruvate kinase | actives 0.12% (n = 410,000) | Potency, µM (highest dose often 76.8 µM), inactives show at the top dose activity, negative = inhibition, usual class: inhibitors | Q57TT1 | TbPYK enzyme, Kinase-Glo Plus ATP luminescence, 45 min; also: potency is read from the fitted curve at half-maximal effect; % is scaled to controls: 0 for no effect and ±100 for the full control effect; nearly all actives have a fitted effect of over 50% in size
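Screened from lowest to highest concentration, compounds were pinned into TbPYK/substrate mixtures, and ADP (130 uM final) was added. Plates sat at room temperature for 45 min prior to Kinase-Glo Plus detection by luminescence.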
An asterisk follows results filed as active; ? = inconclusive; / = not tested or not shown; & = joins results of further samples; [ ] = dose if it differs, or a comment. Unless noted, calls follow the shape of the dose curve; as a rule, active = well fitted curve in the direction sought with a large enough effect; inconclusive = small, poorly fitted or top-dose-only effect, or another doubt; inactive = no such curve, though single readings can be large; an effect the other way counts as inactive or inconclusive.

SMILES	Shiga inhibitor	Pf growth 96h	AmpC inh no detg	Cycloheximide cs	Pf growth 48h	LmPK inh	Tb PYK inh
COc1cc(CN2CCN(c3cccc(C)c3C)CC2)cc([N+](=O)[O-])c1O	-16	72%[activator]	-36%	-2	?	3%	-5%
Cc1cc(-c2nnc(CCC(=O)NCCc3ccccc3F)o2)no1	20	-13%	0%	8	20%	1%	4%
CC1CCCC(C2(O)C(=O)Nc3ccccc32)C1=O (centres undefined)	-4	/	-23%	-1	-6%	-1%	-4%
Cc1ccc(O)c(NC(=O)c2ccc3c(c2)C(=O)N(CC(C)C)C3=O)c1	/	?	-10%	33*	44%[activator]	-2%	4%
N/C(=N\N=C\c1cccc(O)c1)c1nonc1N	59*	-5%	-28%	31*	/	11µM*	?
COc1ccc(N2CCN(C(=O)COC(=O)/C=C/c3ccc(OC(F)F)cc3)CC2)cc1	/	23%	-14%	/	11%	/	4%
Cc1ccc(S(=O)(=O)NCC(=O)OCC(=O)c2cc(C)n(-c3ccccc3)c2C)cc1	29	-12%	-56%	5	20%	2%	4%
Cc1cc(NC(=O)Nc2cc(F)ccc2F)no1	35	152%[activator]	-26%	9.2*	39%[activator]	3%	2%
COC(=O)c1ccc2[nH]c(C)cc(=O)c2c1	30	7%	-16%	-3	-7%	0%	-2%
Cc1ccc(CNC(=O)Cn2cccc2C(=O)c2ccccc2C)cc1	38	-19%	-18%	16	15%	-1%[11.5 µM]	3%&-5%
C/C=C/C=C/C(=O)N1CC2(CC(c3cccc(NC(=O)CCCCC)c3)=NO2)C[C@H]1C(N)=O (some centres undefined)	0	24%	129%[activator]	-2	23%	8%	-26%
O=S(=O)(Nc1nccs1)c1ccc(Cl)cc1	22	/	-21%	-2	2%	3%	-1%
COc1ccc2c(Cl)c(C(=O)NC3CCS(=O)(=O)C3)sc2c1 (centres undefined)	36*	-5%	-6%	20*	-2%	0%	1%
Oc1ccc(Br)cc1-c1cc(-c2ccccc2Cl)[nH]n1	42*	4.1µM*	-46%	19*	2.9µM*	-6%	-21%
COc1ccc(C(C(=O)NC2CCCCC2)N(C(=O)CCCC(=O)Nc2ccccn2)c2ccc3c(c2)OCCO3)cc1 (centres undefined)	2	9.3µM*	59%	1	?	2%	0%
CCN1CCN(C(=S)NCCc2ccccc2)CC1	43*	38%[activator]	-9%	24*	49%[activator]	-6%	3%
CCOC(=O)c1c(-c2ccccc2)csc1NC(=O)CSc1nc(C)cc(C)n1	-6	?	2%	-5	13µM*	1%	-4%
CC(=O)c1cccc(NC2c3ccccc3C(=O)N2Cc2ccco2)c1 (centres undefined)	8	0%	-5%	-2	13%	4%	-1%
O=C(Oc1ccc(-c2csnn2)cc1)C1CC1	-5	0%	-13%	-3	36%[activator]	-5%	-4%
C[C@H](CCC(=O)O)[C@H]1CC[C@H]2[C@@H]3C(=O)C[C@@H]4CC(=O)CC[C@]4(C)[C@H]3CC(=O)[C@]12C	14	0%	-9%	3	-10%	-2%	1%
CC(C)CCNC(=O)C1CCC(=O)N1CCc1ccccc1 (centres undefined)	-7	0%	-1%	-5	5%[0.00184 µM]	0%	3%
O=C(/C(=C(\O)c1ccccc1)c1ncc[nH]1)c1ccccc1	-4	?	-6%	2	?	6%	-18%
C=CCn1c(O)c(C(C)=NCC2CCCO2)c(=O)[nH]c1=O (centres undefined)	-10	-19%	-4%	1	-14%	5%	-3%
O=C(NCCN1CCOCC1)C1CCN(c2nc3ccccc3o2)CC1	20	0%	-8%	-3	-4%	-5%	-2%
COCCOC(=O)C1=C(C)NC(=O)NC1c1ccc(Cl)cc1 (centres undefined)	-16	10%	5%	-4	4%	0%	-10%

Part of the list above, field by field.
O=C(/C(=C(\O)c1ccccc1)c1ncc[nH]1)c1ccccc1
  Shiga inhibitor: -4; Pf growth 96h: ?; AmpC inh no detg: -6%; Cycloheximide cs: 2; Pf growth 48h: ?; LmPK inh: 6%; Tb PYK inh: -18%
C=CCn1c(O)c(C(C)=NCC2CCCO2)c(=O)[nH]c1=O (centres undefined)
  Shiga inhibitor: -10; Pf growth 96h: -19%; AmpC inh no detg: -4%; Cycloheximide cs: 1; Pf growth 48h: -14%; LmPK inh: 5%; Tb PYK inh: -3%

Next part:
SMILES	Shiga inhibitor	Pf growth 96h	AmpC inh no detg	Cycloheximide cs	Pf growth 48h	LmPK inh	Tb PYK inh
CCCCCC(=O)OCCc1c(C)nc2nc[nH]n2c1=O	-7	19%	-18%	7	-14%	0%	-15%
COc1ccc(C(C(=O)NC2CCCCC2)N(Cc2cccs2)C(=O)Cc2c[nH]c3ccccc23)cc1OC (centres undefined)	2	?	41%	8	9.3µM*	4%	-4%
Cc1ccc(S(=O)(=O)CC(=O)Nc2c(C)n(C)n(-c3ccccc3)c2=O)cc1	-5	13%	-21%	-4	22%	2%	-12%
CCN(c1ccc(NC(=O)CSCc2c(C)noc2C)cc1)C(C)C	/	?	-5%	/	?	/	-2%
O=S(=O)(c1ccc(Cl)cc1)N1CCN(CCc2ccccc2)CC1	-7	9%	-29%	4	4%	0%	4%
O=C(O)C1CCN(S(=O)(=O)N2CCOCC2)CC1	-18	?	-15%	-7	51%[activator]	-2%	?
Cn1c(=O)cc(SCC(=O)N2CCCC2)c2ccc(Cl)cc21	-10	33%[activator]	35%	-7	?	1%	-3%
COc1ccccc1CNC(=O)c1ccccc1N	-3	-19%	-10%	-1	/	7%	5%
Cc1ccc(NC(=O)C2CSC3(C)CCC(=O)N23)cc1S(=O)(=O)N1CCCCCC1 (centres undefined)	/	?	4%	/	?	/	1%
CC(=O)Nc1cc[n+](C(C)C(=O)c2ccc(Br)cc2)cc1 (centres undefined)	-2	101%[activator]	2%	-4	?	8%	4%
Cc1cccc(C)c1NC(=O)CS(=O)CC(=O)Nc1ccc(F)cc1F (centres undefined)	-14	-18%	-3%	-4	29%	2%	0%
COC(=O)c1ccc(-c2nc(CN3CCC(C(=O)N4CCOCC4)CC3)c(C)o2)cc1	11	7%	0%	1	9%	-10%	2%
COc1ccc(OC)c(CCNC(=O)CC2Oc3ccc(C)cc3NC2=O)c1 (centres undefined)	-5	10µM*	-6%	-5	/	1%	-3%
O=C(Cc1c[nH]c2ccccc12)NCc1ccncc1	-6	2%	-12%	-1	8%	-2%	2%
CCOc1ccccc1N(CC(=O)OC)S(=O)(=O)c1ccccc1	28	32%[activator]	-5%	1	-8%	-5%	4%
O=C(NC1CCCCC1)c1cc2nc3c(c(C(F)(F)F)n2n1)CCCC3	79*	-19%[5.75 µM]	140%[activator]	45*	-66%	0%	-6%
COc1ccc(CNS(=O)(=O)c2ccc(-c3ccc(=O)[nH]n3)s2)cc1OC	-8	?	-23%	-3	-17%	1%	-2%
COc1ccccc1NC(=O)c1ccc(Cl)c(S(=O)(=O)N2CCOCC2)c1	-18	-1%	2%	-5	?	7%	-3%
CCCOc1ccc(C(=O)NC(=S)Nc2nc(C)c(C(=O)N(C)C)s2)cc1	-10	-11%	19%	-4	/	-1%	-3%
Cc1cnc(=O)[nH]c1SCc1ccc(C(F)(F)F)cc1	-2	1%	7%	25	-4%	1%	1%
CC(C)c1ccc(NC(=O)C2CC2c2ccccc2)cc1 (centres undefined)	18	?	-33%	18*	-3%	-6%	0%
COc1cc(OC)c(N2CC(C(=O)Nc3cc(Cl)ccc3N3CCOCC3)CC2=O)cc1Cl (centres undefined)	/	12µM*	236%[activator]	/	12µM*	/	8%
N#CCCc1cccc(CCC#N)c1	-6	-26%	-4%	-3	-45%	-1%	3%
O=C1Nc2ccccc2S/C1=C/c1cccs1	62*	40%[activator]	-19%	28*	38%[activator]	3%	3%
CC(C)Nc1cc(N2CCCC2)ccc1[N+](=O)[O-]	-9	?	-22%	5	?	-1%	-12%

Part of the list above, limited to Shiga inhibitor and Tb PYK inh.
SMILES	Shiga inhibitor	Tb PYK inh
COc1ccc(C(C(=O)NC2CCCCC2)N(Cc2cccs2)C(=O)Cc2c[nH]c3ccccc23)cc1OC (centres undefined)	2	-4%
Cc1ccc(S(=O)(=O)CC(=O)Nc2c(C)n(C)n(-c3ccccc3)c2=O)cc1	-5	-12%

Next part.
SMILES	Shiga inhibitor	Pf growth 96h	AmpC inh no detg	Cycloheximide cs	Pf growth 48h	LmPK inh	Tb PYK inh
CCOc1ccc(/C(C)=N/NC(=O)C(OC)c2ccccc2)cc1 (centres undefined)	16	?	-9%	13	8%	4%	3%
O=C(C1CCC(CNc2c(N3CCCCC3)c(=O)c2=O)CC1)N1CCN(c2ccccn2)CC1 (centres undefined)	-7	1%	1%	-1	?	-4%	5%
CCOc1ccc(N(CC(=O)N2CCCCC2)S(=O)(=O)c2ccc(Cl)cc2)cc1	21	-16%	84%[activator]	-7	?	-2%	5%
O=C(O)CC1S/C(=N/N=C/C=C/c2ccccc2)NC1=O (centres undefined)	-5&-3	16%&13%	-6%&-17%	-2&-1	-5%&6%	-21%&-17%	-11%&-2%
COc1ccc(NC2CCCN(C(=O)c3ccccc3C(F)(F)F)C2)cc1 (centres undefined)	5	27%	10%	8	-14%	-1%	-5%
CCCN1CCN(C(=O)c2ccc(F)c(S(=O)(=O)N3CCOCC3)c2)CC1	/	6%	-21%	/	-19%	/	-1%
O=C1CC(N2CCN(Cc3ccc4c(c3)OCO4)CC2)C(=O)N1c1cccc2ccccc12 (centres undefined)	-17	?	90%[activator]	-3	17%	-6%	-2%
CC(=O)NCCc1nc2ccccc2n1Cc1ccc(C)cc1	-7	-40%	105%[activator]	-3	/	9%	-1%
O=C(NCc1ccccn1)c1n[nH]c2ccccc12	62	13%[5.75 µM]	-19%	27	33%[activator]	-2%	4%
COc1ccc(C(=O)Cn2nnc(-c3ccccc3NC(=O)C3CCCCC3)n2)cc1	12	/	-23%	-5	12µM*	3%	-3%
Cc1ccc(C)c(N(CC(=O)NC2CCCC2)C(=O)c2oc(C(C)(C)C)cc2C)c1	-4	?	42%	-2	?	0%	3%
CCN(CC(=O)Nc1ccccc1C(F)(F)F)C(=O)Cc1cccs1	/	9%	3%	/	27%	/	1%
O=C(CCNC(=O)c1ccccc1)N/N=C/c1ccc([N+](=O)[O-])cc1	-4	?	-10%	-2	-4%	0%	5%
O=C(O)CC(C(=O)O)n1nc(-c2ccccc2)cc1-c1ccccc1 (centres undefined)	73	3%	-19%	39*	72%[activator]	12%	3%
COc1ccc(NC(=O)N2CCC3(CC2)OCCO3)cc1OC	-17	?	-13%	-4	7%	-1%	2%
CCCCCCn1c(=O)c(C(=O)Nc2nc(CC(=O)OCC)cs2)c(O)c2ccccc21	2	-1%	-11%	-1	12µM*	-7%	-4%
N#Cc1c(NC(=S)NC(=O)Cc2cccs2)sc2c1CCCCC2	3	63%[activator]	-55%	2	-6%	5%	3%
COc1cccc(C(=O)NNC(=O)Cc2csc(N)n2)c1	-19	?	-20%	4	-8%	1%	-3%
Cc1cc(C)n(CC(=O)NC2CCCCC2C)c(=O)c1C#N (centres undefined)	/	-1%	-13%	/	?	/	-18%
CC(/C=C1\NC(=S)NC1=O)=C\c1ccccc1	24	3%	-44%	19	33%	0%	-9%

Rows were taken by chance; about 22% have a hit in one of these screens.
